# Compound activity from PubChem.
# COUP-TFII inh: NR2F2 (human) inhibition, primary screen; P24468; HEK293T NGFI-A luciferase reporter, luminescence; inhibition, % at 8.6 µM; 370,000 compounds, 0.7% hits;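 active = inhibition above a per-plate cutoff, mean inhibition of test wells between control levels plus 3 SD, cut at about 38% in these data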;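 note: cells cotransfected with COUP-TFII expression vector driving the NGFI-A reporter; 0% = median of COUP-TF2 test wells and 100% = reporter-only cells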
# Target sequence (P24468 whole entry, looked up): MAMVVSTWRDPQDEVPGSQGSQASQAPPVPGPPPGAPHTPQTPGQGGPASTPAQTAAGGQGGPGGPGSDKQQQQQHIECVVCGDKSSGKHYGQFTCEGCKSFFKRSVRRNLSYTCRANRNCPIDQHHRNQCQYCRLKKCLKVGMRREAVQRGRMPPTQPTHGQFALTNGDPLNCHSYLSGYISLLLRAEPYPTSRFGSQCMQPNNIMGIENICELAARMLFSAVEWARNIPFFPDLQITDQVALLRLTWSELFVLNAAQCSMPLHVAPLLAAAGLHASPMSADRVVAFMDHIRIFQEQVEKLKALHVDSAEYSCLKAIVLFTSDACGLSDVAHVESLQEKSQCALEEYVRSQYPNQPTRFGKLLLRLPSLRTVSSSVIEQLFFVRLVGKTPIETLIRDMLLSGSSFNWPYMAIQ
# LRH-1 inv ag: inverse agonists of human LRH-1 (NR5A2); O00482; HEK293T StAR-luciferase reporter, LRH-1 transfected, 24 h; inhibition, % at 3.6 µM; 360,000 compounds, 0.13% hits; AID 602396;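 active = inhibition above the mean inhibition of all tested compounds plus 3 SD, cut at about 73% in these data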;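 note: 0% = DMSO wells and 100% = reporter-only cells lacking LRH-1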
# TWEAK Fn14 block: inhibitors of TWEAK-Fn14 interaction signaling. inhibition, % at 10 µM. 360,000 compounds, 2% hits. TWEAK-stimulated Fn14 reporter cells, luciferase luminescence, 8 h; in the data active = inhibition above about 50%
# KKLEB cytotox: CF airway cell cytotoxicity counter-screen; activity change (cytotoxicity), % at 5 µM; 360,000 compounds, 0.36% hits; AID 602141; KKLEB CF airway cells viability, ATPlite luminescence, overnight; stronger effect = lower value; cells stimulated with P. aeruginosa culture filtrate;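 active = corrected activity change at or below -50% at 5 µM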
# CF NFkB inh: cystic fibrosis NF-kB activation inhibition; KKLEB NF-kB-GFP reporter, PAF-induced, GFP fluorescence overnight; inhibition, % at 5 µM; 360,000 compounds, 0.86% hits;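 active = at least 50% inhibition at 5 µM, scaled per plate between neutral and stimulator controls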;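 note: PAF is a Pseudomonas aeruginosa culture filtrate used as stimulus; plate controls were PAF-stimulated DMSO wells for no effect and unstimulated DMSO wells for full effect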
# NCOA1 inh: inhibits human SRC1 coactivator; Q15788; HEK293 GAL4-SRC1 luciferase reporter, luminescence; inhibition, % at 3.6 µM; 360,000 compounds, 0.12% hits; AID 588354;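 active = inhibition above the campaign mean plus 3 SD, with each screening campaign given its own cutoff, cut at about 60% in these data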;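 note: 0% = DMSO treated cells and 100% = gossypol at 36 µM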
# C8 TRAIL sens: caspase-8 TRAIL sensitization; inhibition (viability loss, TRAIL sensitization), % at 10 µM; AID 624354; 360,000 compounds, 1% hits; NB7+C8 cells + TRAIL, ATPlite viability luminescence;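 active = compounds causing at least 50% loss of cell viability in the single-dose screen, relative to plate controls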
# TROY signal inh: blocks TROY-dependent signaling in reporter cells. Q293 LMP1-TROYcd NF-kB luciferase reporter, 4 h. inhibition, % at 10 µM. 360,000 compounds, 0.98% hits. AID 1347056;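 active = compounds whose plate-normalised and pattern-corrected inhibition of the luciferase reporter signal at the single screening dose is 50% or more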
# EBV LMP1 NFkB: Epstein-Barr LMP1 NF-kappaB reporter inhibition | inhibition, % at 12.5 µM | 350,000 compounds, 0.69% hits | LMP1-induced NF-kappaB luciferase reporter cells, luminescence; in the data active = inhibition above about 41%;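 note: 0% = neutral control wells and 100% = reference inhibitor control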
# NCOA2 inhibitor: human SRC2 (NCOA2) inhibition; inhibition, % at 9 µM; 370,000 compounds, 0.17% hits; Q15596; HEK293 GAL4-SRC2 luciferase reporter, luminescence; AID 651957;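 active = inhibition above the mean inhibition of all tested compounds plus 3 SD, set per campaign, cut at about 52% in these data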;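 note: 0% = DMSO treated cells and 100% = cells given Gossypol at 36 µM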
# SRC3 inh: inhibits human SRC3 coactivator | HEK293 GAL4-SRC3 luciferase reporter, luminescence | inhibition, % at 3.6 µM | 360,000 compounds, 0.17% hits | Q9Y6Q9 | AID 588352;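 active = inhibition above a per-campaign cutoff, the mean of all compounds plus 3 SD, cut at about 60% in these data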;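 note: 0% = DMSO-treated cells and 100% = gossypol-treated cells at 36 µM; higher means less SRC3-driven luciferase light from the GAL4 reporter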
# Starred values were filed as active, the others as inactive; x = no result given. This is a random part of the collection, and some 4.2% of all compounds hit somewhere here.
# Screens by letter – A = COUP-TFII inh; B = LRH-1 inv ag; C = TWEAK Fn14 block; D = KKLEB cytotox; E = CF NFkB inh; F = NCOA1 inh; G = C8 TRAIL sens; H = TROY signal inh; I = EBV LMP1 NFkB; J = NCOA2 inhibitor; K = SRC3 inh
> O=C(CSC(=S)N1CCCCC1)Nc1ncc2c(n1)CCCC2=O
  A: -22; B: 14; C: -5; D: 3; E: -4; F: -6; G: 6; H: 15; I: 4; J: -17; K: 23
> Cn1c(=O)c(C(=O)NCCc2ccc(Cl)cc2)c(O)c2ccccc21
  A: 3; B: -15; C: -3; D: -6; E: 2; F: 14; G: 5; H: -5; I: 1; J: -4; K: -9
> COc1ccc(S(=O)(=O)NCCC(=O)N2CCCN(C)CC2)cc1
  A: 7; B: -2; C: 1; D: 7; E: -2; F: -29; G: -17; H: 6; I: -2; J: 7; K: -4
> COc1cc(OC)c(NC(=O)CCNS(=O)(=O)c2ccc3c(c2)CC(C)N3C(C)=O)cc1Cl (configuration not stated)
  A: 16; B: 1; C: -4; D: -4; E: 3; F: -16; G: -2; H: -7; I: -10; J: 3; K: 1
> O=C(COC(=O)COc1ccc2c(c1)CCC2)Nc1ccccc1C(F)(F)F
  A: -12; B: 5; C: 2; D: -4; E: -4; F: 6; G: -6; H: 14; I: 4; J: -1; K: -7
> COCCC(=O)N1CCC(Oc2ccc(C(=O)NCc3csc(C)n3)cc2)CC1
  A: 9; B: -11; C: -1; D: 0; E: 6; F: 0; G: -16; H: 23; I: 0; J: -13; K: 14
> CCOC(=O)N1CCN(C(=O)C[C@@H]2C[C@@]3(C(=O)OC)CCCCC=C3N(Cc3ccccc3)C2=O)CC1
  A: 8; B: 17; C: 14; D: x; E: x; F: x; G: 6; H: -16; I: x; J: -12; K: x
> CN(C)S(=O)(=O)c1cccc(NC(=O)c2cncc(Br)c2)c1
  A: 8; B: 14; C: 4; D: -2; E: 14; F: 8; G: -4; H: 7; I: 15; J: 19; K: 14
> CCn1nc(NC(=O)C2CCCO2)c2cc3cc(C)ccc3nc21 (configuration not stated)
  A: -12; B: -71; C: 2; D: -7; E: 3; F: -83; G: 17; H: -35; I: -1; J: -28; K: -50
> CC(C)(C)NC(=O)CCc1ncc(C(F)(F)F)cc1Cl
  A: -11; B: -4; C: -12; D: 4; E: -16; F: -6; G: -9; H: 5; I: -3; J: 1; K: 0

# Just LRH-1 inv ag, NCOA2 inhibitor and EBV LMP1 NFkB (2 entries from above):
Molecule	LRH-1 inv ag	NCOA2 inhibitor	EBV LMP1 NFkB
CN(C)S(=O)(=O)c1cccc(NC(=O)c2cncc(Br)c2)c1	14	19	15
CCn1nc(NC(=O)C2CCCO2)c2cc3cc(C)ccc3nc21 (configuration not stated)	-71	-28	-1

# In the list so far, these have an aryl methoxy group:
# Screens by letter – A = COUP-TFII inh; B = LRH-1 inv ag; C = TWEAK Fn14 block; D = KKLEB cytotox; E = CF NFkB inh; F = NCOA1 inh; G = C8 TRAIL sens; H = TROY signal inh; I = EBV LMP1 NFkB; J = NCOA2 inhibitor; K = SRC3 inh
> COc1ccc(S(=O)(=O)NCCC(=O)N2CCCN(C)CC2)cc1
  A: 7; B: -2; C: 1; D: 7; E: -2; F: -29; G: -17; H: 6; I: -2; J: 7; K: -4
> COc1cc(OC)c(NC(=O)CCNS(=O)(=O)c2ccc3c(c2)CC(C)N3C(C)=O)cc1Cl (configuration not stated)
  A: 16; B: 1; C: -4; D: -4; E: 3; F: -16; G: -2; H: -7; I: -10; J: 3; K: 1

# More structures.
# Screens by letter – A = COUP-TFII inh; B = LRH-1 inv ag; C = TWEAK Fn14 block; D = KKLEB cytotox; E = CF NFkB inh; F = NCOA1 inh; G = C8 TRAIL sens; H = TROY signal inh; I = EBV LMP1 NFkB; J = NCOA2 inhibitor; K = SRC3 inh
> c1ccc(-c2nnc3ccc(N4CCC5(CC4)OCCO5)nn23)cc1
  A: 0; B: 4; C: 12; D: -1; E: 4; F: -2; G: -6; H: 6; I: 7; J: -28; K: -8
> Cn1c(=O)n(Cc2ccco2)c(=N)c2c3c(sc21)CCCC3
  A: 9; B: 18; C: 11; D: 1; E: -3; F: -13; G: 3; H: 6; I: 7; J: -7; K: 6
> Cc1nc([N+](=O)[O-])cn1CC(=O)Nc1ccc(Cl)cc1
  A: -1; B: 1; C: -4; D: 8; E: -4; F: 9; G: 17; H: 4; I: 4; J: 12; K: -7
> C/C(CC(=O)Nc1ccccn1)=N\NC(=O)C(=O)Nc1cccc(Cl)c1C
  A: -9; B: -10; C: 0; D: 0; E: 5; F: 4; G: -5; H: -24; I: 1; J: -2; K: 14
> Cc1ccccc1-n1ncc2c1CC(C)(C)CC2NC(=O)CCN1CCCCC1=O (configuration not stated)
  A: 7; B: 1; C: 10; D: -14; E: 23; F: -6; G: -5; H: -7; I: 4; J: -15; K: -5
> COc1ccccc1CCNC(=O)CC1C(=O)NCCN1CCCc1ccccc1 (configuration not stated)
  A: 1; B: 14; C: 9; D: -12; E: -10; F: -1; G: 4; H: -3; I: 3; J: 3; K: 26
> CC(=O)NNC(=S)NC(=O)c1cccc([N+](=O)[O-])c1
  A: -5; B: -8; C: -8; D: -8; E: -6; F: 8; G: -1; H: -3; I: -6; J: -14; K: 26
> O=C(Nc1c2c(nn1-c1ccccc1)CSC2)c1ccc(N2C(=O)CCC2=O)cc1
  A: 7; B: -1; C: 0; D: 3; E: -8; F: -11; G: -6; H: -12; I: 2; J: -12; K: -6
> Cn1c(=O)[nH]c(=O)c2c1nc(N1CCCC1)n2CCO
  A: 11; B: -10; C: -8; D: 14; E: -5; F: -4; G: -10; H: 0; I: 5; J: -19; K: -7
> O=C(N/N=C/c1cc(Br)cs1)c1ccccc1[N+](=O)[O-]
  A: 18; B: 32; C: 8; D: 2; E: 10; F: 18; G: 0; H: 9; I: 1; J: -39; K: 32

# By substructure, the compounds so far with a nitro group on carbon (three)
# Screens by letter – A = COUP-TFII inh; B = LRH-1 inv ag; C = TWEAK Fn14 block; D = KKLEB cytotox; E = CF NFkB inh; F = NCOA1 inh; G = C8 TRAIL sens; H = TROY signal inh; I = EBV LMP1 NFkB; J = NCOA2 inhibitor; K = SRC3 inh
> Cc1nc([N+](=O)[O-])cn1CC(=O)Nc1ccc(Cl)cc1
  A: -1; B: 1; C: -4; D: 8; E: -4; F: 9; G: 17; H: 4; I: 4; J: 12; K: -7
> CC(=O)NNC(=S)NC(=O)c1cccc([N+](=O)[O-])c1
  A: -5; B: -8; C: -8; D: -8; E: -6; F: 8; G: -1; H: -3; I: -6; J: -14; K: 26
> O=C(N/N=C/c1cc(Br)cs1)c1ccccc1[N+](=O)[O-]
  A: 18; B: 32; C: 8; D: 2; E: 10; F: 18; G: 0; H: 9; I: 1; J: -39; K: 32

# Shown field by field: part of the list above
COc1ccccc1CCNC(=O)CC1C(=O)NCCN1CCCc1ccccc1 (configuration not stated)
- COUP-TFII inh = 1
- LRH-1 inv ag = 14
- TWEAK Fn14 block = 9
- KKLEB cytotox = -12
- CF NFkB inh = -10
- NCOA1 inh = -1
- C8 TRAIL sens = 4
- TROY signal inh = -3
- EBV LMP1 NFkB = 3
- NCOA2 inhibitor = 3
- SRC3 inh = 26

CC(=O)NNC(=S)NC(=O)c1cccc([N+](=O)[O-])c1
- COUP-TFII inh = -5
- LRH-1 inv ag = -8
- TWEAK Fn14 block = -8
- KKLEB cytotox = -8
- CF NFkB inh = -6
- NCOA1 inh = 8
- C8 TRAIL sens = -1
- TROY signal inh = -3
- EBV LMP1 NFkB = -6
- NCOA2 inhibitor = -14
- SRC3 inh = 26

# The list continues:
# Screens by letter – A = COUP-TFII inh; B = LRH-1 inv ag; C = TWEAK Fn14 block; D = KKLEB cytotox; E = CF NFkB inh; F = NCOA1 inh; G = C8 TRAIL sens; H = TROY signal inh; I = EBV LMP1 NFkB; J = NCOA2 inhibitor; K = SRC3 inh
> Cc1cccc(C(=O)NNC(=O)c2ccc(NS(=O)(=O)c3cccs3)cc2)c1C
  A: -5; B: 7; C: -7; D: 5; E: 10; F: -2; G: -24; H: 13; I: 19; J: 3; K: 26
> Cc1nc2ccc(NC(=O)COc3ccccc3F)cc2s1
  A: -11; B: -58; C: -22; D: 6; E: -14; F: -54; G: -2; H: -40; I: -10; J: -49; K: -42
> N#Cc1nc(-c2ccco2)oc1N1CCN(Cc2ccccc2)CC1
  A: -2; B: 2; C: 26; D: 6; E: -5; F: 1; G: -7; H: x; I: 5; J: 21; K: -10
> CC(NCCOCCOc1ccccc1)c1ccccc1 (configuration not stated)
  A: -9; B: -7; C: -22; D: 2; E: 1; F: -23; G: 2; H: 5; I: 3; J: -18; K: -12
